FN deposit inh: inhibitors of fibronectin matrix deposition, primary screen, AH1F cells, Alexa488-fibronectin fluorescence, plate reader. 350,000 compounds, 0.086% hits. AH1F fibroblasts, overnight. inhibition, % at 12.6 µM;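 active = mean inhibition across replicates of 30% or more, regardless of how many single replicates reach that level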;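 also: positive control wells lacked labelled fibronectin entirely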
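Material: AH1F fibroblast monolayer depositing Alexa488-labelled fibronectin into matrix | Input: 10000 AH1F cells/well | Medium: DMEM plus 2% serum, read in PBS | Reagent: Alexa488-fibronectin, 24 nM final in well | Compound dosing: One dose per compound, pinned | Schedule: 1 h adhesion, overnight exposure | Measured by: Fluorescence at 485 nm excitation, 525 nm emission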
INS-1E GSIS act: GLuc luminescence reporter in INS-1E cells, primary screen for activators of glucose-dependent secretion of insulin; activation, % at 16.6 µM; 370,000 compounds, 0.61% hits; AID 743287, 2014; INS-1E GLuc reporter insulin secretion, 2-3 h;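 active = lowest replicate activation of at least 40%, so every replicate reaches that level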;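 also: 0% = median of neutral control wells and 100% = median of IBMX positive control wells; some compounds called inactive have numbers as strong as hits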
F508del corr: F508del CFTR correction, initial screen, CFBE line, single point | CFBE cells, YFP halide quenching; stimulated with forskolin plus potentiator P3; % fluorescence drop versus neutral controls | activity (quench increase), % at 7.58 µM | 350,000 compounds, 0.36% hits | AID 720511, 2013;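 active = mean added fluorescence quench of at least 8% versus neutral control, with both replicates also reaching 8%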;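 also: cells transiently co-express mutant CFTR-F508del with the halide-sensitive YFP; corrector assay measuring rescue of mutant channel to the surface after 24 h compound exposure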
An asterisk follows results filed as active.

Order of values – FN deposit inh, INS-1E GSIS act, F508del corr
CC(=O)C1CN(S(=O)(=O)c2ccc(C)cc2)C(c2ccccc2)CC1C (centres undefined)
  -6, -35, 0.3
CCCCNC(=O)c1nc(-c2cnc(C)cn2)oc1-c1ccc(Cl)cc1
  6, 10, -3.1
COc1ccccc1OCc1n[nH]c(=S)n1Cc1ccccc1
  -5, 2, 1.3
Cc1cc2c(cc(C(=O)OC(C(=O)NCC3CCCO3)C(C)C)n2C)o1 (centres undefined)
  9, 6, 3.1
CCCNC(=O)C[C@H]1C[C@H]2c3cc(N(C)C)ccc3O[C@H]2[C@@H](CO)O1
  8, -2, -3.4
O=C(NC(=S)NNC(=O)c1ccccc1O)c1cccnc1
  14, -2, -2.5
N#C[C@H]1[C@@H](c2ccccc2-c2cccc(F)c2)[C@H](CO)N1C(=O)C1CCCC1
  4, -14, 1.7
CCOC(=O)C1=CC[C@@H](c2ccccc2)C(C#N)(C#N)[C@H]1/C=C/c1ccccc1
  7, 80, 0.8
COc1ccc(-n2cnc(N)c2C(=O)c2cccc([N+](=O)[O-])c2)cc1
  -3, 7, -2.0
Cc1cccc(NCC(=O)N/N=C\c2c[nH]c3ccccc23)c1
  6, -7, 0.5
O=C(CNc1cc(S(=O)(=O)N2CCOCC2)ccc1NCC1CCCO1)Nc1ccc(C(F)(F)F)cc1 (centres undefined)
  -4, -40, -4.2
COc1ccc(C(C)(C)C)cc1NC(=O)OC[C@@H]1CSCCS(=O)(=O)N1
  0, -9, 2.7
CC(=O)/C(=N/Nc1ccccc1)Sc1nnc(CCc2ccccc2)n1-c1ccccc1
  3, 0, -5.2
CC[C@H]1O[C@H](C)CC2=C1C(=O)OC(C)(C)O2
  17, 5, -3.5
Nc1ccc2nc(CCc3ccccc3)[nH]c2c1
  -10, -3, 3.5
CCC(C)(C)NC(=O)/C=C/c1ccccc1[N+](=O)[O-]
  -1, 2, -1.8
COC(=O)C1=C(C)NC(=O)/C1=C\c1cc(C)n(-c2ccc(F)cc2)c1C
  5, -3, 2.5
O=c1oc(Nc2cccc(Cl)c2)nc2ccccc12
  -14, -9, 0.3
COc1cccc(N/C(N)=N/c2nc(C(F)(F)F)cc(C(F)(F)F)n2)c1
  -8, 9, -5.5
O=C(CSc1nnnn1C1CCCCC1)Nc1ccccc1N1CCOCC1
  -3, -1, 3.2
COc1ccc(NS(=O)(=O)c2cccc3cccnc23)cc1OC
  -6, -6, 2.4
CC1=NN(c2nc(-c3ccc(C#N)cc3)cs2)C(=O)C1
  -3, -1, -1.3
CCCCCNC(=O)C(C1CC1)n1c(=O)c(-c2cc3ccccc3[nH]2)nc2ccccc21 (centres undefined)
  -7, -27, -0.1
CC(=O)c1ccc(Nc2c(C)n(C)n(-c3ccccc3)c2=O)cc1
  0, -7, -1.3
O=C(COC(=O)c1ccccc1C(=O)N1CCN(c2ccccc2)CC1)Nc1ccccc1
  -6, -24, 3.2
CC(C)C[C@@H]1COc2cc(N3CCC[C@@H]3CO)ccc2S(=O)(=O)N1
  2, 0, -0.1
COc1ccc(Cc2noc(-c3ccccc3)n2)cc1OC
  6, 15, -2.3
COc1cccc(C(CC2=CCCCC2)NC(=O)C(F)(F)F)c1 (centres undefined)
  -10, -35, -0.8
CCOC(=O)[C@]12CCC=C1N(Cc1ccco1)C(=O)[C@H](CC(=O)NCCCOC)C2
  -9, 4, -0.9
CN1C(=O)/C(=N/OC(=O)c2ccccc2Br)c2ccccc21
  -1, 12, -0.5
N#C/C(C(=O)N1CCOCC1)=C1/SC(Cc2ccccc2Cl)C(=O)N1c1ccccc1 (centres undefined)
  4, 17, -0.1
Cc1cccc2cc(C#N)c(SCC(=O)NCc3cccs3)nc12
  -1, 8, 1.7
CCOc1ccc(N(CC(=O)N/N=C/c2cccnc2)S(C)(=O)=O)cc1
  3, 2, 0.3
CCN(CC(=O)Nc1ccc(NC(C)=O)cc1)C(=O)C(c1ccccc1)c1ccccc1
  -7, -15, 4.0
Nc1nnc(Sc2ccc(Cl)cc2[N+](=O)[O-])s1
  0, -9, 1.9
COCCCn1cc(CN2CC(N3CCCCC3)CS2(=O)=O)nn1 (centres undefined)
  -1, 14, -3.1
COc1ccc(CCNC(=O)C/C(C)=N/NC(=O)C(c2ccccc2)c2ccccc2)cc1OC
  0, 5, 3.1
COc1c(Cl)cccc1-c1cn2ccc(C)cc2n1
  -7, 0, -0.5
C[C@H](NC(=O)c1ccccc1Cl)C(=O)OCCOc1cccc(Cl)c1
  3, -6, -2.1
CN(CCO)C(=O)c1nc[nH]c1C(=O)N1CCN(c2ccccc2)CC1
  0, 3, 2.4
COc1ccccc1NS(=O)(=O)c1cccc(C(=O)N/N=C(/C)c2ccc(-n3ccnc3)cc2)c1
  11, -9, 2.9
COCCN1CCn2c(nc3cc(Nc4nnc(C)c5ccccc45)ccc32)C1
  -4, -4, 1.8
CCOC(=O)c1c(C)n(-c2ccc(C)cc2)c2ccc(OCC(O)CN3CCN(C)CC3)cc12 (centres undefined)
  28, 122*, -4.3
CCCNC(=O)N(Cc1cccnc1)C[C@H]1N[C@H](CO)[C@@H]1c1ccccc1
  3, -3, 1.8
O=C(CSc1nc(C(F)(F)F)cc(=O)[nH]1)N1CCOCC1
  3, 6, -1.0
O=C(NCc1ccccc1)C(c1ccccc1)n1c(=O)c(-c2cc3ccccc3[nH]2)nc2ccccc21 (centres undefined)
  3, -45, 1.8
Cc1ccccc1CS(=O)(=O)Cc1ccc(C(=O)NCCCN2CCCC2=O)o1
  4, 7, -0.4
COc1ccccc1NC(=O)CCC(=O)N(Cc1ccc(OC)c(OC)c1)c1nccs1
  4, 2, -1.6
CC(C)CC(NC(N)=O)C(=O)Nc1ccc(Cl)c(Cl)c1 (centres undefined)
  4, -9, 1.3
CCOc1ccc(N2C(=O)/C(=C\c3ccc(OC)c(O)c3)S(=O)(=O)C2c2cccc([N+](=O)[O-])c2)cc1 (centres undefined)
  -1, -1, -2.5
Cc1cc(Br)c2nc(-c3ccc(F)cc3)c(Cc3cccc(Cl)c3)n2c1
  0, -15, -0.7
CCCCCCCCN1C(=O)[C@H](CC(=O)N2CCN(C(=O)c3ccco3)CC2)C[C@@]2(C(=O)OC)CCCCC=C12
  1, -3, 0.5
COc1ccc(/C=C2\SC(=O)N(CCNC(=O)Cc3coc4cc(C)ccc34)C2=O)cc1OC
  16, -11, -0.8
CC(=O)c1cccc(NC(=O)CC2S/C(=N/N=C/c3cccs3)NC2=O)c1 (centres undefined)
  -4, 15, -2.6
CC(=O)O[C@H]1C=C[C@@H](NC(=O)OC(C)(C)C)C1
  6, 4, -1.2
CCn1nnnc1NCc1c(OC)ccc2ccccc12
  -11, -9, -0.8
O=C(CNS(=O)(=O)c1ccccc1)N/N=C/c1ccccc1[N+](=O)[O-]
  4, 10, 1.9
O=C(NC(Cc1c[nH]c2ccccc12)C(=O)N/N=C/c1cccc2ccccc12)c1cccs1 (centres undefined)
  0, 8, -3.2
COc1cc2c(cc1OC)CC(=O)NC=C2
  -7, 17, 0.3
C/C(=N\NC(=O)c1ccncc1)c1cccs1
  0, 0, -0.9

Results in F508del corr and FN deposit inh, for some of the entries so far:
molecule	F508del corr	FN deposit inh
CN(CCO)C(=O)c1nc[nH]c1C(=O)N1CCN(c2ccccc2)CC1	2.4	0
COc1ccccc1NS(=O)(=O)c1cccc(C(=O)N/N=C(/C)c2ccc(-n3ccnc3)cc2)c1	2.9	11
COCCN1CCn2c(nc3cc(Nc4nnc(C)c5ccccc45)ccc32)C1	1.8	-4

(cont.)
Order of values – FN deposit inh, INS-1E GSIS act, F508del corr
CCn1c(Sc2ccc([N+](=O)[O-])cn2)nnc1-c1ccco1
  12, 12, -8.0
C/C(=N\NC(=O)C1COc2ccccc2O1)c1ccc(Cl)s1 (centres undefined)
  8, -2, 1.3
Cc1ccccc1SCC(=O)Nc1ccc(N2CCOCC2)cc1
  2, -4, -1.6
Fc1ccc(OCc2nc(-c3ccncc3)n[nH]2)cc1
  1, 2, -0.7
CN(Cc1ccccc1)C(=O)c1ccc(NC(=O)Cc2ccc(NC(=O)C3CCN(C(=O)C4CC4)CC3)cc2)cc1
  21, -3, 2.8
CN(C)S(=O)(=O)c1cc(NC2CC(=O)N(c3ccc(F)cc3)C2=O)ccc1Cl (centres undefined)
  -18, 4, 0.0
Cc1ccc(OCCNC(=O)[C@@H](Cc2ccccc2)NC(=O)[C@H]2O[C@@H](n3ccc(=O)[nH]c3=O)[C@H](O)[C@@H]2O)cc1C
  8, 11, -9.7
Cc1cc(=O)n2c(C(=O)Nc3ccc(C)c(C)c3)c(C(=O)Nc3ccccc3)sc2n1
  -8, 6, 4.8
O=c1[nH]c(-c2ccccc2)nc(CN2CCCCC2)c1O
  -5, 7, -0.3
Cc1ccc(CNC(=O)CC2Nc3c4ccccc4nc(=S)n3C2=O)cc1 (centres undefined)
  4, 11, -1.4
Cc1ccc(-c2nc(P(=O)(c3ccccc3)c3ccccc3)c(N3CCOCC3)o2)cc1
  1, -24, 0.1
O=C(OCCCN=C1NS(=O)(=O)c2ccccc21)c1ccc([N+](=O)[O-])cc1
  1, 10, -7.2
Cc1ccc(S(=O)(=O)/C=C2\OCc3ccccc32)cc1
  -4, 1, -0.2
Nc1cc(Cl)ccc1N1CCCCCC1
  -10, -4, -0.2
O=C1CCCCC1Sc1ccc(Cl)cc1[N+](=O)[O-] (centres undefined)
  -13, 4, -2.1
CCOC(=O)CNC(=S)N(CCCN1CCCCC1)Cc1cccs1
  -24, -2, 3.6
C#CCNC(=O)C[C@@H]1C[C@@]2(C(=O)OCC)CCCC=C2N(Cc2ccco2)C1=O
  -5, 6, -0.3
O=C(COC(=O)CCC1CCCC1)Nc1ccccc1Sc1ccccc1
  -2, 6, 0.0
CCCCNc1cccc2c1S(=O)(=O)N[C@@H](Cc1ccccc1)CO2
  -2, 0, -3.5
O=C(NCCN1CCOCC1)c1ccc(CSc2nc3ccncc3n2Cc2ccc(F)cc2)cc1
  -9, -1, 6.0
CCCCn1nnnc1C(c1cc2ccccc2o1)N1CCN(c2ncccc2C#N)CC1 (centres undefined)
  -1, 5, -1.2
O=C1CCCC(=O)C1C(=O)C1CCN(S(=O)(=O)c2ccccc2)CC1
  2, 12, 2.4
CC(=O)OCC(=O)Nc1c(C)cc(C)cc1C
  17, 5, -0.3
CCOC(=O)C1=CC[C@@H](c2ccccc2)N(S(=O)(=O)c2ccc(C)cc2)[C@@H]1C#N
  0, -4, -1.0
CCOc1cccc(C(=O)NC(=S)Nc2ccc(Cl)cc2C(=O)O)c1
  -10, 9, 0.8
COCCNC(=O)NC(=O)CN1CCCc2ccccc21
  13, -6, -0.7
O=C(Nc1cccc(C(=O)N2CCOCC2)c1)C1CCCCC1
  -11, 12, -1.8
O=c1[nH]c(-c2ccccc2)cn1C1CCN(Cc2ccc(-c3nc4ccccc4nc3-c3ccccc3)cc2)CC1
  2, -48, 3.3
Cc1ccc(NC(=O)NCc2ccco2)cc1[N+](=O)[O-]
  -6, -13, 4.3
COc1ccccc1N(CC(O)Cn1ccnc1C)S(=O)(=O)c1ccc(C)cc1 (centres undefined)
  -3, -23, 2.4
CN1CCN(Cc2nc(Cc3ccccc3)no2)CC1c1ccccc1 (centres undefined)
  -3, -10, 0.8
C=CCNC(=O)CC1C(=O)NCCN1Cc1ccc(-c2ccccc2)cc1 (centres undefined)
  -1, -13, -0.1
Nc1cnn(Cc2ccccc2F)c1
  -7, 6, -4.7
Cc1ccc(NC(=O)CCNC(=O)c2ccc(Cl)cc2)cc1F
  -4, -13, -1.3
Cc1cccc2cc(CN(C(=S)NCC(C)C)C3CCCC3)c(=O)[nH]c12
  1, -25, -2.7
O=C(Nc1ccc(Cl)c(S(=O)(=O)N2CCOCC2)c1)c1ccccn1
  -3, 0, -0.6
CC(C)C#Cc1cnc2c(c1)C(=O)N([C@@H](C)CO)C[C@@H](C)[C@@H](CN(C)C(=O)CC1CC1)O2
  -5, 2, -2.2
NNc1cccc(C=Cc2ccccc2)cc1=O
  -1, 22, -1.9
CCC(=O)N1CCN(c2ccccc2NC(=O)c2ccc(-c3cccc([N+](=O)[O-])c3)o2)CC1
  7, 6, 1.5
O=C(c1ccc(Cl)cc1)N(Cc1ccc(Br)cc1)N1C(=O)CCC1=O
  12, -35, 1.2
Cc1nn(-c2ccccc2)c(C)c1-c1nnc(-c2c(C)nn(-c3ccccc3)c2C)o1
  1, 28, -2.2
O=C1NC(=Nc2ccc(F)cc2)CS1
  3, -29, 0.9
COc1cc(OC)cc(C2=Cc3ccccc3C(CC(C)=O)N2c2ccc(C#CC3(N)CCCCC3)cc2)c1 (centres undefined)
  -2, 11, -0.3

An excerpt of these results, as tab-separated lines.
SMILES	FN deposit inh	INS-1E GSIS act	F508del corr
CCN(CC(=O)Nc1ccc(NC(C)=O)cc1)C(=O)C(c1ccccc1)c1ccccc1	-7	-15	4.0
Nc1nnc(Sc2ccc(Cl)cc2[N+](=O)[O-])s1	0	-9	1.9
COCCCn1cc(CN2CC(N3CCCCC3)CS2(=O)=O)nn1 (centres undefined)	-1	14	-3.1
COc1ccc(CCNC(=O)C/C(C)=N/NC(=O)C(c2ccccc2)c2ccccc2)cc1OC	0	5	3.1

Compound activity deposited in PubChem BioAssay by Broad Institute.

A portion of the library. The share of hits here may be higher or lower than overall.
